Compound activity deposited in PubChem BioAssay by Broad Institute.
PglD inh: C. jejuni PglD acetyltransferase inhibitors, primary screen, biochemical, DTNB colorimetric, single point. 360,000 compounds, 0.098% hits. inhibition, % at 12.5 µM. purified PglD enzyme, DTNB colorimetric CoA detection; in the data active means inhibition above about 16%, passing the limit was not always enough; inconclusive means no clear call, values can overlap the other calls; further: strong numbers were not always called active
INS-1E GSIS act: GLuc luminescence reporter in INS-1E cells, primary screen for activators of glucose-dependent secretion of insulin; 370,000 compounds, 0.61% hits; INS-1E GLuc reporter insulin secretion, 2-3 h; activation, % at 16.6 µM;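 active means lowest replicate activation of at least 40%, so every replicate reaches that level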;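 further: 0% = median of neutral control wells and 100% = median of IBMX positive control wells; some compounds called inactive have numbers as strong as hits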
PGC1a acetyl inh: inhibitors of PGC1a acetylation signal, primary screen, cell-based, U2OS, AlphaScreen, inhibitor mode | AlphaScreen anti-acetyl-lysine; with virally co-expressed GCN5 acetyltransferase | inhibition, % at 15.6 µM | 350,000 compounds, 0.17% hits;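 active means every replicate shows inhibition of at least 40%; inconclusive means mean inhibition at least 40% but some replicate below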;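 further: 0% = neutral control wells and 100% = positive control wells; some results beyond the cut were filed as inactive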
Cneo AK release: Cryptococcus neoformans cell lysis inducers, primary screen, AK release luminescence, single concentration; C. neoformans lysis, adenylate kinase release luminescence, 4 h; normalised: neutral wells 0, clomiphene wells 100; lysis activity, % at 15 µM; 360,000 compounds, 0.2% hits; AID 651654, 2012;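 active means mean lysis activity across replicates of at least 80%, whatever share of replicates individually reach that level; inactive means mean lysis activity below 80%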
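Test system: log-phase Cryptococcus neoformans yeast cells; Quantity: yeast cell density of 5 × 10^6 cells/mL; Buffer or medium: YPD; Doses: single compound concentration per well; Timing: 4 h at 37 °C static, read 1 h later; Measured by: AK luminescence; Read-out basis: lysis from increased AK signal; Control set: Clomiphene as positive control.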
PAX8 reporter: inhibitors of PAX8-driven TPO luciferase reporter, primary screen, RMG-I cells, single concentration; SteadyGlo, 24 h; inhibition, % at 12.6 µM; 360,000 compounds, 1.2% hits; AID 652154, 2013;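 active means mean replicate inhibition at least 60% with every replicate also reaching 60%; inconclusive means only one of the two criteria is met; inactive means mean below 60% and not all replicates reaching 60%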;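 further: luciferase light reporting Pax8 driven TPO promoter activity; plate controls were median of neutral control wells for no effect and mitoxantrone controls for full effect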
LGR2 inh: inhibitors of bursicon-induced LGR2 CRE-luciferase signal, primary screen, cell-based, HEK293, CRE-luciferase reporter, bursicon stimulation; 380,000 compounds, 0.35% hits; inhibition, % at 9.99 µM; AID 720647, 2013; bursicon-stimulated, 4 h;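 active means drop in luminescence signal, shown as inhibition above about 50% in the replicate tests, limit read from the data, passing the limit was not always enough; inconclusive means probably only some replicates passing the limit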;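 further: agonist challenge used bursicon conditioned medium at about half maximal strength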
ARNT-TACC3 inh: disruptors of ARNT/TACC3 protein interaction, primary screen, biochemical, AlphaScreen, single concentration. 390,000 compounds, 0.66% hits. inhibition, % at 9.99 µM. AlphaScreen His-ARNT PAS-B/GST-TACC3 binding, luminescence; TACC3 fragment carries E629A point mutation;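 active means mean inhibition of replicates at least 50% and at least half of replicates each reaching 50%; inconclusive means half or more replicates reach 50% but mean below 50%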;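 further: 0% = complete ARNT plus TACC3 wells and 100% = ARNT alone without TACC3; many hits fall short of the cut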
C2C12 statin: suppressors of statin myotoxicity in C2C12 myotubes, primary screen, cell-based, single point, plate reader; C2C12 myotubes + simvastatin, ATP luminescence, 48 h; scaled: DMSO 0, geranylgeraniol control 100; rescue of ATP level, % at 7.49 µM; 330,000 compounds, 0.78% hits;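 active means mean ATP rescue above about 67%, or every replicate alone reaching that limit, limit read from the data, passing the limit was not always enough; inconclusive means no clear call, values can overlap the other calls; inactive means mean under the limit and some replicate under it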;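 further: myotubes were challenged with 10 µM simvastatin during compound exposure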
Numbers without * were called inactive; ? = inconclusive; / = not tested or not shown.

SMILES	PglD inh	INS-1E GSIS act	PGC1a acetyl inh	Cneo AK release	PAX8 reporter	LGR2 inh	ARNT-TACC3 inh	C2C12 statin
CC(=O)N1[C@H](CNC(=O)C2CC2)[C@H](c2ccc(-c3cccc(F)c3)cc2)[C@@H]1CO	0.5	0.7	-13.9	2.8	16.3	-10.0	-11.2	-8.3
COc1ccc(/C=C2\N=C(c3c(-c4ccccc4)noc3C)OC2=O)cc1OC	1.0	/	8.3	0.1	/	-20.5	2.0	-17.6
CO[C@H]1CC[C@@H]2CCOc3ccc(C#N)cc3C(=O)N(C)C[C@@H](c3ccccc3)CC(=O)N(C)C[C@@H]1O2	-3.4	11.9	/	-0.7	2.8	-9.4	-4.4	0.4
CCn1cnc2sc(C(=O)Nc3ccc4c(c3)OCO4)c(C)c2c1=O	0.1	/	-6.3	-3.8	/	/	7.4	/
CC(C)Cn1c(CNC(=O)c2ccccc2)nc2ccccc21	-3.1	/	7.8	-1.0	-7.5	/	-1.9	7.2
COc1ccccc1Oc1nc([N+](=O)[O-])nn1CC(N)=O	-6.8	-2.5	6.2	-5.8	14.7	1.6	8.0	1.6
C#CCNC(=O)C1=C[C@H](C)C[C@H](OCc2ccc(CO)cc2)O1	-2.3	34.9	-3.7	-0.5	-36.8	-11.9	-3.0	3.4
COc1cccc(NC(=O)CN(C)C(=O)CCc2nc3sc4c(c3c(=O)[nH]2)CCCC4)c1	-1.9	0.3	0.5	5.4	21.7	-5.0	1.5	0.9
Cc1ccc2c(c1)CCCN2S(=O)(=O)c1cccc(C(=O)Nc2ccccc2C(=O)O)c1	2.5	22.0	/	-1.0	24.4	34.3	-7.3	2.4
C[C@@H]1CN([C@H](C)CO)S(=O)(=O)c2ccc(-c3cccnc3)cc2O[C@@H]1CN(C)Cc1ccncc1	1.2	7.8	3.9	-1.8	/	3.5	-1.6	-26.0
O=C(COC(=O)c1ccc(NC(=O)C2CC=CCC2C(=O)O)cc1)c1ccccc1 (stereo unspecified)	6.1	4.7	3.6	-0.8	16.3	-17.3	5.4	6.9
CC1(C)CNC(=O)CC(C)(C)N1O	-4.5	/	-3.5	2.4	/	/	-28.7	-34.6
Cc1cc(C)cc(NC(=O)CSc2nc(CSc3ccc(Cl)cc3)cc(=O)[nH]2)c1	3.0	-2.5	-7.7	1.7	-5.2	-1.1	14.5	10.1
COc1ccc(-c2cc(C(=O)Nc3cccc(C(C)=O)c3)no2)cc1	-3.4	-8.5	3.0	14.0	/	12.8	4.3	-5.2
COc1ccc(CC(=O)NNC(=O)CSc2nnc(Cc3ccc(OC)cc3)n2-c2ccccc2)cc1	/	-4.1	-6.8	/	15.9	-5.9	12.5	0.5
c1ccc(N2CCN(c3nc4ccccc4[nH]3)CC2)nc1	/	-1.6	7.9	/	-32.7	-4.3	7.6	/
COc1ccc(NC(=O)CN(C)C(=O)c2cccc(S(=O)(=O)Nc3ccc(F)cc3)c2)cc1	1.4	-16.0	4.0	-0.3	10.7	-7.0	3.8	4.9
C[C@@H]1CCCCO[C@@H](CN(C)C(=O)CCC(F)(F)F)[C@@H](C)CN([C@@H](C)CO)C(=O)c2cc(NC(=O)NC3CCCCC3)ccc2O1	-4.6	-10.6	-5.4	-1.8	/	19.3	0.3	/
C[C@@H]1CCCCO[C@H](CN(C)S(C)(=O)=O)[C@@H](C)CN([C@H](C)CO)C(=O)c2cc(N(C)C)ccc2O1	-5.5	10.0	4.8	-1.9	-13.1	2.2	13.6	14.3
C[C@@H]1CN([C@@H](C)CO)C(=O)Cc2cc(NC(=O)c3ccncc3)ccc2O[C@@H]1CN(C)Cc1ccc(Cl)c(Cl)c1	-3.9	-22.3	-16.8	-2.7	26.3	3.1	/	44.3
COCC(=O)N1C[C@@H](C)[C@@H](OC)CN(C)C(=O)c2ccc(NC(=O)Nc3ccccc3)cc2OC[C@H]1C	2.2	1.5	-0.2	7.1	6.3	-3.6	-0.3	7.6
CCOc1ccc(CCNC(=O)CCc2c(C)nc3ncnn3c2C)cc1OCC	-1.4	/	/	-0.1	-0.3	/	-1.4	/
O=C(NCCC1CC1(Cl)Cl)c1ccc([N+](=O)[O-])cc1 (stereo unspecified)	3.6	9.9	4.6	1.0	-33.6	-15.7	-9.8	3.8
COc1cc(/C=C/C(=O)OC(C)C(=O)Nc2ccc(Cl)cn2)ccc1OC(F)F (stereo unspecified)	2.1	6.8	0.4	-2.2	-4.5	-3.7	-0.9	5.3
Cc1cc(Nc2ccccc2)n(C(=O)c2ccc(Cl)cc2)n1	2.9	13.7	1.1	-1.2	/	-52.7	0.7	8.5
Cc1ccc(C(=O)NCC(C)(C)N2CCOCC2)s1	0.8	/	-2.4	1.6	/	/	-3.5	-4.7
Cc1cc(S(=O)(=O)Nc2ccc(C(=O)N3CCN(C(=O)c4ccco4)CC3)cc2)ccc1F	-3.2	/	-6.6	-2.0	/	/	-3.8	-7.9
Cc1ccc(CSc2nnc(SCC(=O)N/N=C/c3c[nH]c4ccccc34)s2)cc1	-1.3	-0.5	1.8	0.2	-5.4	-37.7	-0.6	-7.2
COc1ccc(S(=O)(=O)N(C)C[C@H]2OCCCC[C@H](C)Oc3ccc(NS(=O)(=O)c4cccs4)cc3C(=O)N([C@@H](C)CO)C[C@@H]2C)cc1	0.3	-3.3	-23.1	-6.4	20.6	5.9	-5.5	/
O=C(COc1ccc(Cl)cc1)NNC(=O)c1ccc2c(=O)n3c(nc2c1)CCC3	0.9	9.4	/	-0.4	-22.5	-5.4	7.1	2.8
CCOc1ccc(NC(=O)CSc2nncc(=O)n2N)cc1	7.5	5.8	/	1.0	-14.5	8.8	/	8.8
COc1ccccc1N(C)S(=O)(=O)c1ccc(C(=O)Nc2ccc(C(N)=O)cc2)cc1	-2.8	2.8	-6.9	0.8	-13.5	9.1	10.5	-5.2
COc1ccccc1NS(=O)(=O)c1cc(C(=O)NCc2ccncc2)ccc1C	0.3	-0.8	7.4	0.3	-1.5	-8.1	1.0	-2.8
CCSc1nnc(NC(=O)CC)s1	0.0	10.3	3.0	3.1	-15.7	3.0	-10.5	-7.2
O=S(=O)(c1ccc(Cl)cc1)N1c2ccccc2Oc2nc3ccccc3nc21	4.0	-10.3	3.8	3.8	/	-5.6	-23.3	-12.0
COc1ccc(N2C(=O)C3CCCN3C2c2cccc(C)c2)cc1Cl (stereo unspecified)	0.6	/	4.0	0.8	3.2	/	-3.2	0.2
CCc1c(C(=O)Nc2ccc(OC)cc2)[nH]c(C)c1C(C)=O	-0.1	/	-19.8	-0.2	-7.1	/	6.0	-5.3
Cc1cccc(NC(=O)CN2CCN(C(=O)C3CCN(C(=O)/C=C/c4ccccc4)CC3)CC2)c1C	4.3	-2.0	/	-2.6	-9.5	3.9	/	2.8
O=c1c(Cl)c(NCCO)cnn1-c1cccc(Cl)c1	/	46.4*	0.0	/	-35.4	/	25.7	1.5
O=C(Nc1cc(C(F)(F)F)ccc1Cl)C1CCN(c2nnc(-n3cccc3)s2)CC1	-0.5	/	-14.1	0.0	/	/	-7.2	17.3
OC1CCC(Nc2ncnc3sccc23)CC1 (stereo unspecified)	2.4	-6.4	0.1	22.1	-5.4	12.8	-0.9	0.8
Cc1ccc(-n2c(SCC(=O)NC3CCS(=O)(=O)C3)nc3ccccc3c2=O)c(C)c1 (stereo unspecified)	-6.0	-2.2	4.5	-2.5	7.3	8.9	/	2.7
CC1CCN(C(=O)CCCN2C(=O)c3cccnc3Oc3ccc(Cl)cc32)CC1	0.5	/	-15.8	2.6	13.2	-15.2	0.2	8.3
CSc1nsc(SCC(=O)Nc2ccc3c(c2)OCCO3)n1	-0.4	/	-9.9	-1.1	-202.7	/	-5.7	-3.7
COc1cccc(OC)c1OCCCc1c(C)n[nH]c1C	-2.2	/	0.3	4.7	/	/	-3.2	2.6
COc1ccc(S(=O)(=O)N2CCOC23CCN(S(=O)(=O)c2ccc(Cl)cc2)CC3)cc1	-1.5	2.8	/	-2.6	12.4	-6.3	-2.3	-1.0
OC[C@@H]1[C@@H](c2ccc(C#CC3CCCC3)cc2)[C@@H]2CN(CCC(F)(F)F)CCCCN12	0.6	46.4*	-17.4	-4.2	12.2	4.2	15.8	32.3
COc1ccc(S(=O)(=O)N2CCN(c3ccccn3)CC2)c(OC)c1	5.3	-15.7	9.2	-1.1	25.9	-23.9	3.1	1.9
COC(=O)[C@]1(S(=O)(=O)c2ccccc2)C[C@@H]2ON=C(c3ccc(OC)cc3)[C@@H]2C1	4.7	-3.0	2.3	-1.2	-3.0	-15.1	7.6	-7.4
CCOC(=O)c1c(C)[nH]c(C)c1C(=O)CSc1nc2ccccc2c(=O)n1-c1ccccc1C	/	-27.8	/	/	10.8	2.1	-1.5	/
CCCCCc1nnc(NC(=O)CN2C(=O)C3CCCCC3C2=O)s1 (stereo unspecified)	0.5	-23.1	-9.5	2.1	-2.3	-13.9	28.2	/
CO[C@H]1CN(C)C(=O)c2cc(NC(=O)Nc3ccc(Cl)cc3)ccc2OC[C@H](C)NC[C@@H]1C	3.3	-13.7	?	-0.9	/	12.1	/	-36.8
O=C(C[n+]1ccccc1)N1c2ccccc2Sc2ccccc21	/	7.2	/	/	-7.0	-8.4	-3.0	/
NC1=NS(=O)(=O)NC1c1ccc(Br)cc1 (stereo unspecified)	/	-13.0	-8.2	/	4.0	-4.1	4.6	/
COc1ccc(NC(=O)Nc2cccc3c2O[C@@H](CN(C)C)[C@@H](C)CN([C@H](C)CO)C3=O)cc1	6.8	34.1	4.1	-2.0	9.8	-22.8	-1.8	-0.3
C[C@@H]1CN([C@@H](C)CO)C(=O)c2ccccc2-c2ccccc2CO[C@@H]1CN(C)C(=O)NC1CCCCC1	-2.5	/	2.9	1.1	1.5	-0.3	-7.8	-8.7
O=C(C[n+]1cnn(CC(=O)c2ccc(Cl)cc2Cl)c1)c1ccc([N+](=O)[O-])cc1	/	7.1	/	/	39.3	-2.9	3.3	/
COc1cccc(-c2csc(Nc3ccc(Oc4ccccc4)cc3)n2)c1	-1.0	0.3	7.5	-3.9	-31.8	-19.4	/	-10.6

4 compounds already listed, sorted by molar mass, high to low:
SMILES	PglD inh	INS-1E GSIS act	PGC1a acetyl inh	Cneo AK release	PAX8 reporter	LGR2 inh	ARNT-TACC3 inh	C2C12 statin
C[C@@H]1CN([C@@H](C)CO)C(=O)c2ccccc2-c2ccccc2CO[C@@H]1CN(C)C(=O)NC1CCCCC1	-2.5	/	2.9	1.1	1.5	-0.3	-7.8	-8.7
CCOC(=O)c1c(C)[nH]c(C)c1C(=O)CSc1nc2ccccc2c(=O)n1-c1ccccc1C	/	-27.8	/	/	10.8	2.1	-1.5	/
CO[C@H]1CN(C)C(=O)c2cc(NC(=O)Nc3ccc(Cl)cc3)ccc2OC[C@H](C)NC[C@@H]1C	3.3	-13.7	?	-0.9	/	12.1	/	-36.8
COc1ccc(NC(=O)Nc2cccc3c2O[C@@H](CN(C)C)[C@@H](C)CN([C@H](C)CO)C3=O)cc1	6.8	34.1	4.1	-2.0	9.8	-22.8	-1.8	-0.3
